GAA850 FXN act – increases GAA850 frataxin promoter reporter activity | HEK293 lucGAA850 FXN promoter luciferase reporter, 24 h; percent of 10 µM SAHA response | hit rate 0.56% among 360,000 | activation, % at 6 µM;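 active means activation above the average of all compounds screened plus 3 SD, cutoff fixed separately per campaign, cut at about 7.5% in these data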;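 further: 0% = DMSO wells and 100% = 10 µM SAHA wells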
hgDAF12 agonist – activates the H. glycines DAF-12 receptor ligand-binding domain | HEK293 GAL4-hgDAF12 UAS-luciferase reporter, agonist luminescence; normalized to butyrate control | activation, % at 6.8 µM | hit rate 1.8% among 370,000;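 active means activation above a cutoff set at the mean of all screened compounds plus 3 SD, cut at about 10% in these data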;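 further: 0% = DMSO wells and 100% = sodium butyrate wells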
DAX1 inh-1 – NR0B1 (DAX1) inhibition | HEK293 Gal4-DAX1 luciferase reporter, luminescence | inhibition, % at 6.75 µM | hit rate 0.99% among 340,000 | AID 504766;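 active means inhibition above the mean over all tested compounds plus 3 SD, cut at about 4.2% in these data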;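 further: 0% = DAX1-transfected cells with DMSO and 100% = empty-vector control cells with DMSO; inhibition shows as a rise in luminescence from relieved DAX1 repression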
Target sequence (P51843 207-470 limits assumed): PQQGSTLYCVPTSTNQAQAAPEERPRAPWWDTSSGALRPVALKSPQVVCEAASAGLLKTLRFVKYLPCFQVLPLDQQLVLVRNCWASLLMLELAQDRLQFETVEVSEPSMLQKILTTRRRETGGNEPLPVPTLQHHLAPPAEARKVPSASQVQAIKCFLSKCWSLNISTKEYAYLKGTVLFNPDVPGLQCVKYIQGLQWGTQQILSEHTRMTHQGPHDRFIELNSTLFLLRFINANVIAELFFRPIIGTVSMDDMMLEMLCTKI
ADAM17 inh – inhibits human ADAM17; recombinant ADAM17, EDANS/DABCYL FRET peptide cleavage; P78536; AID 720648; hit rate 0.83% among 370,000; inhibition, % at 6.95 µM;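 active means inhibition above the mean of compounds lying between control limits plus 3 SD, set per campaign, cut at about 8.5% in these data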;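 further: 0% = DMSO-only wells as the low control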
Target sequence (P78536 215-824 limits assumed): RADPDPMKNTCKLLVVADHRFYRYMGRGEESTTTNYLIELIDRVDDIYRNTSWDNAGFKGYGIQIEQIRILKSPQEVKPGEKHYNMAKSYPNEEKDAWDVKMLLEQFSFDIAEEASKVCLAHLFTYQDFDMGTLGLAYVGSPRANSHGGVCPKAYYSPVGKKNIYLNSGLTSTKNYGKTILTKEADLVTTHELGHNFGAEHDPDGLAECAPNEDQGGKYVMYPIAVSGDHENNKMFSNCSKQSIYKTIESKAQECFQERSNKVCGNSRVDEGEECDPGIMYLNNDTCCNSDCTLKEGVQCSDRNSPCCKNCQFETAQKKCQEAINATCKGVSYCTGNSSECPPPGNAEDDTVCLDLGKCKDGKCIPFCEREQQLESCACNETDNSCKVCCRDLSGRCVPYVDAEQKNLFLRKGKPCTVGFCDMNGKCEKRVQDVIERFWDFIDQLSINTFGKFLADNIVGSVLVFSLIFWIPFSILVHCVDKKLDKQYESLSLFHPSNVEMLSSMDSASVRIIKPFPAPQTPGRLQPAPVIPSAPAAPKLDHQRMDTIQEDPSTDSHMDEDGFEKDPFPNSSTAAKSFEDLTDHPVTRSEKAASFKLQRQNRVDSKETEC
ssDAF-12 act – S. stercoralis DAF-12 activation, primary screen; HEK293 ssDAF-12/GRIP1 lit1-tk-luc reporter, luminescence; % of 3 µM dafachronic acid response; activation, % at 6.8 µM; hit rate 1% among 370,000;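 active means activation above the mean over all tested compounds plus 3 SD, cut at about 0.9% in these data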;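 further: 0% = DMSO-only wells and 100% = 3 µM delta7-dafachronic acid wells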
GC-A act – GC-A (human) enzyme activation; HEK293 GC-A cells, cGMP TR-FRET, EC30 ANP; 0% at EC30 ANP, 100% saturating ANP; activation, % at 10 µM; P16066; hit rate 0.14% among 370,000; in the data active means activation above about 40%
ADAM10 inh – ADAM10 inhibition, QFRET primary screen. O14672. recombinant ADAM10, EDANS/DABCYL FRET peptide cleavage, 3 h. inhibition, % at 7 µM. hit rate 0.62% among 370,000;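 active means inhibition above a per-campaign cutoff equal to the mean of compounds falling between control-based bounds plus 3 SD, cut at about 20% in these data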;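 further: 0% = DMSO wells while the 100% control is not disclosed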
PG9 binder – binds the HIV-1 gp120 antibody PG9. TR-FRET gp120-PG9 antibody binding. inhibition, % at 6.7 µM. hit rate 0.43% among 360,000; in the data active means inhibition above about 8.5%
hcDAF-12 act – H. contortus DAF-12 activation, primary screen | HEK293 hcDAF-12 lit1-tk-luc reporter, luminescence; 0% DMSO, 100% Δ7-dafachronic acid | activation, % at 6.8 µM | hit rate 1.4% among 370,000 | AID 652067;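 active means activation above the mean of all tested compounds plus 3 SD, cut at about 5.5% in these data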;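 further: 100% = response to 3 µM Δ7-dafachronic acid high control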
DAX1 inh-2 – blocks DAX1 repression of SF-1 activated StAR promoter | HEK293T StAR-luciferase reporter, SF-1/DAX-1 repression relief | inhibition, % at 6.8 µM | hit rate 1.1% among 370,000 | AID 652010;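 active means inhibition above the mean over all tested compounds plus 3 SD, cut at about 3.6% in these data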;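 further: 0% = DAX-1 cells with DMSO and 100% = cells lacking DAX-1 with DMSO; higher inhibition means more luminescence from relief of DAX-1 repression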
SMARCA2 act – increases SMARCA2 function in MMTV reporter cells; activation, % at 9.1 µM; hit rate 1% among 370,000; AID 652017; MG213 cells, MMTV-luciferase reporter, dexamethasone, overnight; in the data active means activation above about 7.8%;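 further: 0% = vehicle wells and 100% = reference activator wells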
* marks the source's active call; other numbers are inactive results; / = not tested or not shown.

SMILES	GAA850 FXN act	hgDAF12 agonist	DAX1 inh-1	ADAM17 inh	ssDAF-12 act	GC-A act	ADAM10 inh	PG9 binder	hcDAF-12 act	DAX1 inh-2	SMARCA2 act
COc1cccc(C(=O)Cn2c(Br)nc3c2c(=O)n(C)c(=O)n3C)c1	-0.5	-0.4	-0.1	-1	-1.2	-1	-2	-0.9	-0.3	-0.1	-1
Cc1ccc2c(c1)c(CC(=O)Nc1ccc(C)c(F)c1)c(C(=O)O)n2C	2.1	-1.0	0.8	0	0.0	1	0	-1.1	2.6	-0.5	4
O=C(Nc1nc2c(Cl)cccc2s1)c1ccc([N+](=O)[O-])o1	-0.2	-1.2	0.7	1	-1.4	5	-8	-1.8	-0.8	-0.9	-2
NC(=O)CC(NC(=O)c1cccc(Br)c1)c1ccc(NC2CCCCCCC2)c([N+](=O)[O-])c1 (stereo not drawn)	0.8	0.0	0.9	-1	-1.4	0	13	0.9	-0.3	0.2	-1
CC(NC(=O)c1cc(-c2ccncc2)nc2ccc(Cl)cc12)C1CCCO1 (stereo not drawn)	0.1	-2.9	1.2	-1	-1.1	2	1	0.0	0.5	0.9	-1
O=C(CC1SC(=O)N(Cc2ccccc2)C1=O)Nc1nccs1 (stereo not drawn)	-1.1	-1.2	-0.5	0	-1.0	-2	5	-2.4	0.2	-0.4	0
CCOC(=O)CN1C(=O)C(O)(CC(=O)c2ccc3c(c2)CCCC3)c2ccccc21 (stereo not drawn)	0.1	-1.4	-0.1	-2	-1.5	2	2	-1.9	-1.9	-0.7	-1
O=C(COC(=O)CC1Sc2ccccc2NC1=O)NCc1ccccc1 (stereo not drawn)	-1.5	0.4	0.1	-2	-0.3	-3	-1	-0.3	-0.2	0.9	-2
COc1ccccc1OCCC(=O)O	1.9	-0.8	0.5	1	-1.8	0	3	-0.1	-0.7	-0.2	5
O=C(Nc1c2c(nc3ccccc13)CCCC2)c1ccccc1F	-2.4	-2.9	1.5	-1	-1.6	2	1	-1.2	-3.0	-0.7	-5
C[C@H](NC(=O)c1[nH]cnc1C(=O)Nc1nccs1)c1ccccc1	0.9	-0.5	1.2	-5	-1.3	4	1	0.6	0.5	-1.0	1
CCOC(=O)C1CCCN(S(=O)(=O)c2ccc(NC(C)=O)cc2)C1 (stereo not drawn)	-0.4	-2.6	1.9	1	-0.9	-2	9	-1.2	-1.3	-0.9	0
CCc1ccc(NC(=O)CCNS(=O)(=O)c2cccs2)cc1	1.1	2.8	1.5	-2	-1.3	6	11	3.3	-1.1	0.0	1
CCOC(=O)/C(C#N)=C/c1ccc(OCC(=O)Nc2ccc(C)c(C)c2)c(OC)c1	-1.0	0.0	1.6	3	-1.2	0	-2	-1.1	-1.2	-0.4	-1
Clc1ccc(-c2csc3ncnc(Cl)c23)cc1	-1.1	0.3	-1.0	-3	-1.4	-6	-11	0.4	-2.6	-0.5	-3
Cc1ccccc1NC(=O)CSc1nnc(-c2ccccn2)o1	1.0	2.4	0.6	-3	-0.5	7	-2	0.5	0.9	0.2	1
Cc1ccccc1NC(=O)C1CC(=O)n2ncnc2N1 (stereo not drawn)	0.1	-1.8	0.4	-1	-0.6	6	6	-0.8	-1.1	0.4	-3
FC(F)(F)c1nnc2ccc(N3CCCC3)nn12	0.1	0.2	0.4	-3	-0.9	3	0	1.3	-1.0	0.0	-1
CC(=O)N1CCN(c2nc3cc4c(cc3nc2NS(=O)(=O)c2ccccc2)OCCO4)CC1	2.2	-1.4	0.9	-69	-1.3	5	-361	-2.0	-1.3	0.6	-2
CCOC(=O)N1CCC(NC(=O)CC2C(=O)NCCN2Cc2ccc(C)cc2)CC1 (stereo not drawn)	-0.7	1.4	-0.9	-6	-0.8	2	-17	-1.4	0.8	2.5	-1
Cc1c(OCC(=O)NCc2ccncc2)ccc2c3c(c(=O)oc12)CCC3	-1.4	-1.6	-0.2	-9	-1.3	2	-15	-0.8	-3.2	1.0	-1
COc1ccccc1C(=O)N1CCN(C(=O)[C@H]2O[C@@H](n3ccc(N)nc3=O)[C@H](O)[C@@H]2O)CC1	/	-0.1	/	-6	-1.2	4	-15	-0.6	-0.1	1.0	-1
CCOC(=O)CSc1ccc2nnc(-c3ccncc3)n2n1	-0.9	-0.4	0.5	-12	-0.8	1	-40	0.6	0.9	0.5	-3
O=C(O)c1cc(-c2ccccc2)n(-c2ccc(Cl)cc2Cl)n1	0.5	0.1	1.1	-5	-1.4	-1	6	0.8	-1.0	0.0	-4
O=C(OCC#CCSc1nnc(-c2cccc3ncccc23)o1)c1ccc(F)cc1	/	0.8	/	-6	-1.9	-2	-22	/	-2.1	/	/
SMILES	GAA850 FXN act	hgDAF12 agonist	DAX1 inh-1	ADAM17 inh	ssDAF-12 act	GC-A act	ADAM10 inh	PG9 binder	hcDAF-12 act	DAX1 inh-2	SMARCA2 act
COc1cc(C)c(C(=O)Oc2cc(C)c(C(=O)O)c(O)c2)c(O)c1	0.9	-0.8	1.6	-1	-0.7	3	-8	-1.3	0.3	-0.5	2
Cc1ccc(OC2=NS(=O)(=O)c3ccccc32)cc1	1.1	-2.0	2.4	-1	-1.1	5	-11	1.9	-0.4	1.7	-5
C=CCC1(C(=O)NCCO)CCN(C(=O)OC(C)(C)C)CC1	1.1	-0.7	-0.1	-3	-0.6	3	5	0.5	0.3	0.2	2
Cc1nonc1NC(=O)CSc1nc2ccccc2o1	-1.0	1.0	0.5	0	-0.4	4	1	-0.2	-0.8	0.6	0
CCC(C)N(CCNC(=O)CC1Oc2ccccc2NC1=O)C1CCCCC1 (stereo not drawn)	0.6	6.0	1.9	0	-1.2	5	-3	0.3	1.1	1.1	0
Cc1ccc(F)cc1NC(=O)c1cccc2nccnc12	-0.5	1.2	0.3	-3	-1.2	-1	2	-2.9	-0.9	0.1	2
O=C(NCc1ccco1)C1CCCN(c2ncnc3c2nc2n3CCCCC2)C1 (stereo not drawn)	0.6	-0.2	-0.8	-4	-1.2	3	-8	0.1	-1.6	-0.7	0
CCc1ccccc1NC(=O)CC(=O)Nc1ccccc1CC	1.5	1.5	-0.7	-3	-1.5	2	-6	-1.0	-0.6	-0.3	-2
O=C(NN(c1ccccc1)c1ccccc1)c1ccccc1F	1.4	-1.7	0.4	-3	-0.9	-1	2	-1.6	0.1	-0.2	-1
COc1ccc(-c2csc3ncn(-c4ccccc4OC)c(=O)c23)cc1OC	-2.1	-2.5	-0.4	-5	0.4	1	1	1.3	-0.2	-0.5	-3
COCCNC(=S)N/N=C1\CC(C)CC(C)(C)C1 (stereo not drawn)	-0.7	-0.7	0.7	1	-1.2	-1	4	-0.9	0.1	0.2	-1
Cn1nc(C(=O)NCc2ccco2)c2ccccc2c1=O	3.7	0.8	-0.8	-1	-1.1	-5	2	-1.8	-1.4	-0.4	1
Clc1ccc(-c2noc(/C=C/c3ccccc3)n2)cc1	2.6	2.1	-1.4	-4	-1.1	11	-2	1.1	-0.3	0.3	-1
CCn1cc(C(=O)NCCN(CC(C)C)CC(C)C)c(=O)c2cc(S(=O)(=O)N3CCOCC3)ccc21	3.9	-1.1	-0.4	0	-0.4	0	-5	0.2	-0.8	-0.5	-1
COc1cc(CO)cc(Br)c1OCc1cccnc1	1.3	2.4	-0.4	1	-1.4	4	2	-0.7	-2.0	-0.7	-2
C/C(=C\C(=O)c1ccc(Cl)cc1)Nc1ccc(Br)cc1	0.6	2.2	0.9	-4	-0.6	13	-1	1.2	1.3	-0.2	-2
C[C@H]1[C@H](NC(=O)c2ccc(C(C)(C)C)cc2)CC[C@@]23CCCN2C(=O)CCC[C@@H]13	/	-1.6	/	-1	-2.2	-3	-2	/	-3.4	/	/
Cc1ccc(CC(=O)Nc2nccs2)cc1C	0.4	-1.7	0.9	5	-1.2	7	1	0.9	1.4	1.1	-3
CCOc1ccc(C(C)=O)cc1COC(=O)CNC(=O)C12CC3CC(CC(C3)C1)C2	-6.5	0.8	-0.8	2	-1.3	-1	4	-1.3	-0.8	-3.7	2
Cc1cc(C(=O)Nc2ccc3[nH]ccc3c2)no1	3.7	11*	2.1	-3	-0.4	1	-4	-1.1	3.3	1.5	7
O=C(CSc1ncn[nH]1)NN(c1ccccc1)c1ccccc1	0.1	-2.5	-1.1	-2	-0.9	-1	-5	-1.0	2.7	0.7	-3
Cc1ccc(O)c(C2=NOC(O)(C(F)(F)F)C2)c1 (stereo not drawn)	-1.1	0.4	0.3	4	-1.4	1	3	-1.5	-0.5	0.8	-1
CCc1ccc(C(O)c2ncc(-c3ccccc3C)[nH]2)cc1 (stereo not drawn)	2.3	1.5	/	2	-1.7	-1	5	-3.0	0.3	-1.1	-5
O=C(CCNC(=O)c1ccc(Br)cc1)Nc1cccc(S(=O)(=O)N2CCCCC2)c1	-1.1	-2.5	-0.1	3	-1.0	-7	12	-1.1	-1.5	0.1	-5
O=C(c1cc2ccccc2o1)N1CC=C(c2ccccc2)CC1	-0.9	0.6	2.9	-1	-1.3	-4	1	0.3	-0.9	0.4	2
SMILES	GAA850 FXN act	hgDAF12 agonist	DAX1 inh-1	ADAM17 inh	ssDAF-12 act	GC-A act	ADAM10 inh	PG9 binder	hcDAF-12 act	DAX1 inh-2	SMARCA2 act
C/C=C(\C)C(=O)NCCN1C2=NC[C@@H](Cc3ccccc3)N2C[C@H]1Cc1ccc(O)cc1	2.0	-0.8	0.4	-7	-1.4	3	5	-0.6	-0.6	0.1	0
CC(C)c1ccccc1NC(=O)C1CCCN(C(=O)c2ccc(Cl)cc2)C1 (stereo not drawn)	-1.1	-1.6	0.1	-4	-1.2	-3	-3	-0.1	0.8	-0.7	-3
O=C(CN1CCCC1)Nc1ccc(Oc2ccc(NC(=O)CN3CCCC3)cc2)cc1	-3.2	2.2	0.2	2	-0.5	1	2	-1.0	-1.6	1.2	4
O=C1CC[C@H](N2C(=O)c3ccccc3C2=O)C(=O)N1	1.3	0.2	0.8	-7	-1.0	3	-7	-1.5	-1.5	0.0	-5
Cc1nc2ccc(Br)cc2c2c1CC(CBr)O2 (stereo not drawn)	4.1	-0.9	-0.7	1	-0.3	-4	5	6.0	0.5	0.2	-1
O=C(c1cc(F)c(F)cc1Cl)N1CCN(CCc2ccccc2)CC1	1.4	-1.0	-0.8	1	-1.4	2	3	-0.3	-1.5	-0.3	1
COc1cc(NC(=O)C2CCN(S(=O)(=O)c3ccc(N4CCCC4=O)cc3)CC2)cc(OC)c1	-0.4	2.9	0.0	0	-1.5	3	-3	-0.2	0.3	-1.7	-2
CN(/N=C/c1cc(Cl)ccc1O)C1=NS(=O)(=O)c2ccccc21	1.4	-0.8	0.1	1	-1.3	-12	3	-2.6	-2.0	-0.2	0
CCOCCCNC(C(=O)Nc1ccc(OC)c(Cl)c1)c1ccccc1 (stereo not drawn)	-1.7	2.0	1.6	2	-1.4	0	4	-1.1	-0.3	0.0	1
S=C(NCCc1ccc(Cl)cc1)NCc1ccco1	1.6	1.1	0.3	-5	0.3	3	-4	0.3	2.1	-0.3	2
COc1ccc(-c2cc3n(n2)CCc2nc4ccccc4n2-3)cc1	1.1	1.6	1.3	3	0.2	9	-5	0.3	2.2	-0.7	2

Screening results as filed in PubChem BioAssay.
